High-throughput results: PubChem BioAssay, several laboratories
GLD-1 TGE inh: GLD-1/TGE RNA complex disruptors, primary screen, biochemical, fluorescence polarization. purified GLD-1 + fluorescein TGE RNA. AID 2280, 2010. 320,000 tested, 0.44% active. inhibition, % at 5.96 µM. Female germline-specific tumor suppressor gld-1 (Caenorhabditis elegans), Q17339;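 active = percent inhibition above a per-plate cutoff, the plate mean of test compounds plus 3 SD, cut at about 30% in these data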;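 also: 0% = DMSO wells with GLD-1 and probe and 100% = wells lacking GLD-1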
Target sequence (Q17339 whole entry, looked up): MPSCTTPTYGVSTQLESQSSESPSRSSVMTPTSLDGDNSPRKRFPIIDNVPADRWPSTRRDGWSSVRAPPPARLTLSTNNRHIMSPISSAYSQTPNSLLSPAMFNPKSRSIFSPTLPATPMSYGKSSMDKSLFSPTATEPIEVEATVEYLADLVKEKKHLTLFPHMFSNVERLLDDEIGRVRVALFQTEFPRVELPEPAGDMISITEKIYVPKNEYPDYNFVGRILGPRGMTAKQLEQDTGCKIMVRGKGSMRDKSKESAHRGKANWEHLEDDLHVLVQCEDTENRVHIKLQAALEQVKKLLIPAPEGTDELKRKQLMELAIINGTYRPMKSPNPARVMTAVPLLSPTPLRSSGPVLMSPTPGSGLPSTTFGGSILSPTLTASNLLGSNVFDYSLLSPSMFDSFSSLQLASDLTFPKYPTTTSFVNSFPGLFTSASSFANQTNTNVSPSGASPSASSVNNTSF
Bcl-xL primary: inhibitors of human Bcl-xL, primary screen, biochemical, fluorescence polarization, HTS; Bcl-2-like protein 1 (Homo sapiens), Q07817; GST-Bcl-xL / FITC-Bim BH3 peptide fluorescence polarization; inhibition, % at 10.9 µM; 320,000 tested, 0.7% active; AID 2129, 2009;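 active = inhibition above the mean of all tested compounds plus 3 SD, cutoff set per campaign, cut at about 30% in these data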;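 also: 0% = DMSO wells and 100% = unlabeled Bim-BH3 peptide competitor; inhibitors lower millipolarization by displacing the labeled peptide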
MCL1 BIM primary: inhibitors of MCL1 binding to BIM-BH3, primary screen, biochemical, fluorescence polarization | 320,000 tested, 0.68% active | inhibition, % at 10.9 µM | GST-MCL1 / FITC-Bim-BH3 fluorescence polarization | AID 2057, 2009;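 active = inhibition above the mean inhibition of all tested compounds plus 3 SD, set per campaign, cut at about 40% in these data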;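 also: 0% = DMSO wells and 100% = unlabeled Bim-BH3 peptide control; higher means more loss of mP so more displacement of Bim peptide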
Target sequence (Q07820 whole entry, looked up): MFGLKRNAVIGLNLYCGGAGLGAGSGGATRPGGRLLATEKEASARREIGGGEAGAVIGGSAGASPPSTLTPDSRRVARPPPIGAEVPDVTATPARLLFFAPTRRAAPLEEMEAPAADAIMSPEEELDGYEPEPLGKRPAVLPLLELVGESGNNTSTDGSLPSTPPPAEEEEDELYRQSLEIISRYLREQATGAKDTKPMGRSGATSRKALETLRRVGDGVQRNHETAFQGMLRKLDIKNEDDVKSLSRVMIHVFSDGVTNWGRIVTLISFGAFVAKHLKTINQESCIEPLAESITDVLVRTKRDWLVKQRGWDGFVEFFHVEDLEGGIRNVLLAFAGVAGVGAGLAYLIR
CIT2-GFP yeast: modulators of CIT2-GFP expression in yeast, primary screen, S. cerevisiae, GFP fusion, multiplex flow cytometry, MLPCN library; S. cerevisiae CIT2-GFP strain, 3 h; 100 means same as DMSO wells; GFP response vs DMSO, % at 10 µM; 320,000 tested, 0.065% active; AID 2029, 2009;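 active = GFP response relative to DMSO above a set limit, near the screen mean plus 3 SD, cut at about 150% in these data; inconclusive = Fewer than 70 cells measured for a yeast strain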;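 also: ratio of well median GFP fluorescence to mean of DMSO wells on the plate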
AGP1-GFP MLPCN: modulators of AGP1-GFP expression in yeast TOR pathway, primary screen, cell-based, multiplex flow cytometry, S. cerevisiae, MLPCN library. 3 h; GFP as percent of DMSO wells. GFP response vs DMSO, % at 10 µM. 320,000 tested, 0.02% active. AID 2066, 2009;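 active = GFP response relative to DMSO above a set limit, near screen average plus 3 SD, cut at about 150% in these data; inconclusive = fewer than 70 cells counted for the yeast strain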;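 also: median GFP channel fluorescence of the gated AGP1 strain per well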
MEX-5 binding: MEX-5 zinc finger RNA-binding disruptors – biochemical, C. elegans, fluorescence polarization, MLPCN library, primary screen | Zinc finger protein mex-5 (Caenorhabditis elegans), Q9XUB2 | MEX-5/FITC-TCR2 RNA binding; hits give low values | activity score (negative = inhibition of binding), % at 10 µM | 300,000 tested, 0.38% active;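 active = inhibition past about -25% in most replicates, and total fluorescence under double the plate's negative control median, limit read from the data; inconclusive = replicates evenly split on the limit, or fluorescence at least double controls; inactive = too little inhibition in most replicates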;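 also: 0% = DMSO and -100% = 5 µM competing unlabeled TCR2 RNA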
GRK2 aptamer HTS: compounds blocking aptamer binding on GRK2 – biochemical, human GRK2, bead flow cytometry, HTS, primary screen. Beta-adrenergic receptor kinase 1 (Homo sapiens), P25098. FAM-aptamer displacement from GRK2. inhibition of aptamer binding, % at 10 µM. 330,000 tested, 0.59% active. AID 488847, 2010;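 active = inhibition of aptamer binding above 40%, roughly 3 SD of noise, on plates passing a quality check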;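 also: median bead fluorescence of bound FAM aptamer so fluorescent compounds give negative values; no value below 0 was filed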
VLA-4 inh: inhibition in human VLA-4 binding assay, primary screen, VLA-4 allosteric modulator project, MLPCN library, flow cytometry, VLA-4 expressing cells; Integrin alpha-4 (Homo sapiens), P13612; ligand binding flow cytometry; inhibition, % (about 7 µM as worked out from the volumes in the protocol); 330,000 tested, 0.2% active; AID 2557, 2010; in the data active = inhibition above about 50%
CR mimetic SO: reduction of superoxide in aged yeast, primary screen, HTS | S. cerevisiae aged cells, superoxide DHE fluorescence; hits give low values | superoxide response (% of plate mean), % at 10 µM | 330,000 tested, 0.18% active | AID 2690, 2010;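 active = superoxide response under a set limit, about three screen SD below normal, cut at about 65% in these data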;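 also: yeast aged for seven days with compound at 30 °C before DHE staining; 100% = average MFI of all compound-treated wells on the plate with controls excluded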
Active calls of the source: *; ? = inconclusive; · = no result given; [ ] = dose if it differs, or a comment.

Every second line gives: GLD-1 TGE inh	Bcl-xL primary	MCL1 BIM primary	CIT2-GFP yeast	AGP1-GFP MLPCN	MEX-5 binding	GRK2 aptamer HTS	VLA-4 inh	CR mimetic SO
1	CCOC(=O)c1c(C)[nH]c(C)c1C(=O)COC(=O)c1sccc1C
 : 3	-5	-15	89	93	·	0	4	103
2	C/C(=N\NC(=O)c1nnn(-c2nonc2N)c1CN1CCC(C)CC1)c1cccc(Br)c1
 : -8	1	0	98	99	-2.5	0	10	93
3	COc1cc(SC)ccc1C(=O)Nc1ccc2c(c1)CCN2S(C)(=O)=O
 : 3	0	-11	102	96	1.2	0	12	91
4	Cc1cccc2cc(C#N)c(NCCCNS(=O)(=O)c3ccc(Cl)cc3)nc12
 : 12	-1	-2	95	100	-8.7	5	-2	129
5	O=C(NC1CCCCC1)C(c1cccs1)N(CC1CCCO1)C(=O)c1csnn1 (centres undefined)
 : 6	19	11	101	104	1.8	6	-5	91
6	COc1ccc2nc(C)[nH]c(=O)c2c1
 : -2	-1	-3	104	102	-1.2	3	-2	106
7	O=C(Cc1c[nH]c2ccccc12)Nc1nccs1
 : 2	2	1	103	108	-0.1	0	-9	98
8	CCc1nnc(NC(=O)CCC(=O)N2CCN(Cc3ccc(F)cc3)CC2)s1
 : 1	3	2	106	103	-1.2	1	6	76
9	N#CC1=C(N)Oc2cc(N)ccc2C1c1ccc(F)cc1F (centres undefined)
 : 4	55*	54*	106	98	-1.2	0	-254	102
10	COc1ccc(C(=O)N2CCN(C3CCCCC3)CC2)cc1OC
 : -8	6	5	96	90	4.1	0	5	97
11	COc1ccc(CN2CCOC2=O)cc1OC
 : 1	6	2	106	108	-0.2	1	2	102
12	CN(C)C(=O)c1ccc(-c2cc3onc(-c4ccccc4)c3c(=O)n2C)cc1
 : 1	·	·	87	91	·	2	11	114
13	O=C(Nc1nnc(C2CC2)s1)c1cc(-c2ccccc2)nn1-c1ccccc1
 : 0	0	2	95	110	-0.7	3	19	104
14	Fc1ccc(N2CCN(C3CCC(c4ccccc4)CC3)CC2)cc1 (centres undefined)
 : 7	-3	5	103	102	2.6	26	-7	94
15	COc1ccc(NS(=O)(=O)c2ccc3oc4ccccc4c3c2)cn1
 : 7	-2	1	·	83	-2.4	5	0	105
16	O=C(O)/C(=C\c1ccco1)NC(=O)c1ccc(Br)o1
 : 5	8	-1	110	111	-4.6	7	28	83
17	COc1ccc(-n2cnnc2SCC(=O)N(C)c2ccccc2)cc1
 : 4	2	0	90	82	0.8	2	19	101
18	CC1(C)CN(c2ccc(F)cc2)C1=O
 : 3	6	-2	·	85	-2.7	1	6	102
19	COc1cccc(C2CC(c3ccccc3)=NN2S(=O)(=O)c2ccccc2)c1OC (centres undefined)
 : 6	4	-8	101	·	2.1	0	-69	104
20	Cc1ccc(-c2nc3ccc([N+](=O)[O-])cc3[nH]2)cc1
 : -4	1	-4	97	101	1.9	1	-3	109
21	NC(=O)CSc1nnc(-c2ccco2)n1N
 : -3	-3	2	93	103	2.0	5	38	93
22	COc1cc(OC)c(OC)cc1CNCC1COc2ccccc2O1 (centres undefined)
 : 8	2	1	101	98	1.2	1	4	103
23	COc1ccccc1OCC(=O)Nc1ccc(S(=O)(=O)Nc2nc(C)cc(C)n2)cc1
 : 1	7	3	106	109	1.6	0	13	114
24	C=CCOC(=O)c1ccc(-n2cncn2)nc1
 : 0	-2	-4	94	97	-2.9	0	-4	97
25	COc1ccc2[nH]c(C(=O)NCc3ccc4c(c3)OCO4)cc2c1
 : -1	5	4	84	98	-1.6	0	-4	115
26	O=C(C1COc2ccccc2O1)N1CCN(c2nc3ccc([N+](=O)[O-])cc3s2)CC1 (centres undefined)
 : 6	2	3	98	102	-1.3	0	-10	109
27	COc1ccc(Cl)cc1NC(=O)CCS(=O)(=O)c1ccc(Br)cc1
 : 2	13	43*	105	101	-1.0	89*	0	102
28	CCCS(=O)(=O)N1CCN(C(=O)c2ccccc2F)CC1
 : 6	1	-3	100	98	-0.3	0	-8	92
29	C[C@@H]1CN([C@H](C)CO)C(=O)c2cc(NC(=O)Nc3ccc(C(F)(F)F)cc3)ccc2O[C@H]1CN(C)S(=O)(=O)c1cccs1
 : -1	·	·	85	88	·	0	4	98
30	COc1ccccc1N(C)S(=O)(=O)c1ccc(Cl)c(C(=O)N2CCC2)c1
 : 8	-8	-18	96	103	-1.2	1	3	105
31	Cc1ccc(Cn2cccc(NC(=O)c3ccco3)c2=O)cc1
 : -1	-2	-2	94	95	1.5	1	-1	102
32	CC1CCCN(C(=O)CSc2nnc3ccccn23)C1 (centres undefined)
 : 4	2	8	94	98	·	2	3	124
33	CC(C)Cn1c(C(C)C)nc([N+](=O)[O-])c1S(=O)(=O)c1ccc(F)cc1
 : -3	3	0	89	94	-0.7	2	-4	132
34	COc1ccc(-n2c(C)nn(C)c2=O)cc1
 : 4	4	-2	99	98	2.5	5	8	109
35	CN(Cc1cccnc1)Cc1cn(C)nc1-c1cccc(Cl)c1
 : 0	-3	-4	94	102	-2.0	0	0	99
36	Cc1cc(C)n2nc(SCC(=O)Nc3ccccc3F)nc2n1
 : 1	2	-8	103	99	·	0	7	96
37	COCCCn1c(SCCc2ccccc2)nc2cc(OC)c(OC)cc2c1=N
 : 3	0	-5	66	50	0.1	0	6	117
38	COc1ccc(/C=N/NC(=S)Nc2c(C)n(C)n(-c3ccccc3)c2=O)cc1OC
 : -2	2	11	97	96	-0.2	0	-3	94
39	CSc1nc(C)cc(SCC(=O)Nc2ccc(Cl)cc2Cl)n1
 : 2	7	5	92	94	1.9	8	7	96
40	Clc1ccc(OCc2cnc(Cl)s2)cc1
 : 4	-2	-8	87	89	0.3	0	3	98
41	Cc1nn(C)cc1CNC(=O)c1ccccc1Br
 : -4	-1	1	105	104	1.1	0	3	90
42	Cc1ccc(S(=O)(=O)CC(=O)N(C)C)cc1
 : 0	4	8	98	97	-1.3	2	11	109
43	CCCN(C(=O)c1cccs1)c1c(N)n(Cc2ccccc2)c(=O)[nH]c1=O
 : 3	2	-5	85	88	·	6	9	68
44	CCSc1nnc(NC(=O)CC)s1
 : 1	-2	0	106	102	5.0	3	0	106
45	O=C1CN(C(=O)CSc2nc3ccccc3n2CCc2ccccc2)c2ccccc2N1
 : 5	2	0	92	98	-3.7	1	18	100
46	COC(=O)CCN1CCN(S(=O)(=O)c2cccc(Br)c2)CC1
 : -1	1	3	98	101	-1.0	3	-12	97
47	COC(=O)c1cc2occc2n1Cc1nc(-c2ccc(Cl)cc2)oc1C
 : 1	-4	-8	85	100	1.1	2	-13	106
48	O=C(Nc1ccccc1-c1nnn(CC(=O)N2CCOCC2)n1)c1ccc(F)cc1
 : 2	-1	-2	102	95	6.5	0	0	98
49	O=C(Nc1cccc(C(F)(F)F)c1)C(Sc1ncnc2ccccc12)c1ccccc1 (centres undefined)
 : -1	1	3	102	98	1.6	0	4	103
50	CCCCN(C)CCCNC(=O)CN1C(=O)CSc2ccc(S(=O)(=O)N3CCOCC3)cc21
 : -6	-6	-14	97	96	2.0	0	6	99
51	O=C(CSc1ccccc1F)NC(=O)c1ccccc1Br
 : -1	·	·	98	98	·	1	7	107
52	O=C(Nc1nc2c(s1)CCCC2)c1ccc(Br)s1
 : 9	3	10	?	32[may fluoresce violet]	3.0	3	11	107
53	Cc1cccc(NC(=S)N2CCC(NC(=O)c3cccc(F)c3)CC2)c1
 : 10	10	16	114	110	1.7	1	-9	98
54	Nc1nc(SCC(=O)Nc2ccccc2-c2ccccc2)n[nH]1
 : 5	0	1	110	95	1.3	5	13	97
55	Cc1ccc(CC2CC(=O)N(c3ncccn3)C2=O)cc1 (centres undefined)
 : 7	6	3	101	104	-0.6	2	9	106
56	CCn1c(O)c(N=NC2=NC(=O)CS2)c2ccccc21
 : -2	3	6	80	86	-13	14	17	101
57	CN(C)c1ccc(C2CC(=O)C=C(Nc3ccccc3N)C2)cc1 (centres undefined)
 : -7	0	-6	96	97	-1.7	3	18	90
58	CCc1ccc(OCC(=O)NNC(=S)NC(=O)C2CC2)c(Br)c1
 : ·	·	·	88	94	·	2	23	78
59	COc1ccc(-n2cnnc2SCc2csc(-c3ccccc3)n2)cc1
 : 2	6	1	104	108	-0.2	2	20	98
60	COc1ccccc1N1CCN(/N=C\c2sccc2C)CC1
 : 3	-7	-1	86	94	1.4	1	3	104

Other entries follow.
Every second line gives: GLD-1 TGE inh	Bcl-xL primary	MCL1 BIM primary	CIT2-GFP yeast	AGP1-GFP MLPCN	MEX-5 binding	GRK2 aptamer HTS	VLA-4 inh	CR mimetic SO
61	Cc1cc(-c2cc(-c3ccc(Cl)cc3)nc(N)c2C#N)co1
 : 12	24	32	?	16[may fluoresce violet]	0.8	4	-152	86
62	COc1ccc(CCNC(=O)c2ccc(C)s2)cc1OC
 : 2	3	7	97	105	5.1	1	3	97
63	C[C@H](CO)N1C[C@H](C)[C@@H](CN(C)C(=O)Nc2ccc(C(F)(F)F)cc2)Oc2c(NC(=O)CCC(F)(F)F)cccc2C1=O
 : 8	·	·	·	·	·	2	6	113
64	O=C(c1ccc(S(=O)(=O)N2CCCC2)cc1)N1CCCCC1
 : 0	7	12	107	108	0.4	0	-1	99
